TrxR1 substrate = qHTS Assay for Substrates of Mammalian Selenoprotein Thioredoxin Reductase 1 (TrxR1): qHTS; purified TrxR1 substrate turnover, NADPH consumption readout; Potency, µM (doses to about 114 µM), for inactives: top-dose activity change, negative = substrate turnover; 0.01% of 390,000 active; further: on the % scale 0 is the no-effect control and ±100 the full control effect; nearly all actives have a fitted effect of over 50% in size
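Rat TrxR1, dispensed at 90 nM, was prereduced with 400 uM NADPH (final) for 5 min at ~22 deg C, then incubated with compound 15 min before 400 uM selenite. A first-read NADPH fluorescence drop versus no-compound background flagged substrates.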
RXFP1 ag = qHTS Assay for Agonists of the Relaxin Receptor RXFP1. Relaxin receptor 1 (Homo sapiens), Q9HBX9. HEK293T-RXFP1 cAMP TR-FRET, 30 min; response scale: percent of porcine relaxin response, buffer zero. Potency, µM (top dose mostly 57.5 µM), for the others: top-dose activation, actives largely listed as activators. 0.3% of 370,000 active. AID 2676, 2010; further: on the % scale 0 is the no-effect control and ±100 the full control effect; nearly all actives have a fitted effect of over 60% in size; many of its hits are not listed in these tables
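Agonist response is measured as cAMP accumulation in an RXFP1-transfected HEK293T line under PDE4 inhibition. Values are scaled between buffer-only and 29 nM porcine relaxin, and EC50s come from standard Hill equation fits.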
USP1 inh = Inhibitors of USP1/UAF1: Primary Screen; Potency, µM (series often up to 57.1 µM), inactives show top-dose activity change, negative = inhibition, most hits filed as inhibitors; Ubiquitin carboxyl-terminal hydrolase 1 (Homo sapiens), O94782; recombinant USP1/UAF1, Ub-Rhodamine cleavage fluorescence; 0.23% of 390,000 active; further: on the % scale 0 is the no-effect control and ±100 the full control effect; nearly all actives have a fitted effect of over 60% in size; inactives centre near -12
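USP1/UAF1 complex (1 nM) preincubated 15 min at room temperature with compound, then Ub-Rho substrate (150 nM final) added. Kinetic fluorescence at 480/540 nm over 6 reads at 60 s intervals; 50 mM HEPES pH 7.8, 0.5 mM EDTA, 0.1 mg/ml BSA, 1 mM TCEP, 0.01% Tween-20.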
RGS4 inh = Inhibitors of Regulator of G Protein Signaling (RGS) 4: qHTS; Regulator of G-protein signaling 4 (Homo sapiens), P49798; Transcreener GDP fluorescence polarization, RGS4-accelerated GTP hydrolysis; Potency, µM (titrated, usually from 114 µM), for the others: at the top dose activity change, negative = inhibition, hits mostly inhibitors; 0.039% of 390,000 active; AID 504845, 2011; further: on the % scale 0 is the no-effect control and ±100 the full control effect; nearly all actives have a fitted effect of over 75% in size; some results filed as inactive show a strong effect at the top dose
Target sequence (P49798 whole entry, looked up): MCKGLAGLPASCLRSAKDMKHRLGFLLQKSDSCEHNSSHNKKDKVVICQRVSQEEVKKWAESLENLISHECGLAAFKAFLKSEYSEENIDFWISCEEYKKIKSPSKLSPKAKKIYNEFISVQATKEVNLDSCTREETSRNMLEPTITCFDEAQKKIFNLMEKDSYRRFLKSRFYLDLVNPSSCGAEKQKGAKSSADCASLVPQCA
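MLSMR compounds (23 nl, pin-transferred) preincubated 10 min at room temperature with a 500nM (2x) first reagent, then RGS4 at 900nM (2x) plus Transcreener GDP mix added; fluorescence polarization (620/688 nm) read before and after 90 min at 30 °C.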
IDH1 R132H inh = qHTS for Inhibitors of mutant isocitrate dehydrogenase 1 (IDH1): qHTS; Isocitrate dehydrogenase [NADP] cytoplasmic (Homo sapiens), O75874; IDH1-R132H enzyme, NADPH consumption, diaphorase/resazurin fluorescence; Potency, µM (doses to about 76.6 µM), for inactives: at the highest dose activity change, negative = inhibition, usual class: inhibitors; 0.093% of 390,000 active; further: on the % scale 0 is the no-effect control and ±100 the full control effect; nearly all actives have a fitted effect of over 65% in size
Target sequence (O75874 whole entry R132H, stated change not applied): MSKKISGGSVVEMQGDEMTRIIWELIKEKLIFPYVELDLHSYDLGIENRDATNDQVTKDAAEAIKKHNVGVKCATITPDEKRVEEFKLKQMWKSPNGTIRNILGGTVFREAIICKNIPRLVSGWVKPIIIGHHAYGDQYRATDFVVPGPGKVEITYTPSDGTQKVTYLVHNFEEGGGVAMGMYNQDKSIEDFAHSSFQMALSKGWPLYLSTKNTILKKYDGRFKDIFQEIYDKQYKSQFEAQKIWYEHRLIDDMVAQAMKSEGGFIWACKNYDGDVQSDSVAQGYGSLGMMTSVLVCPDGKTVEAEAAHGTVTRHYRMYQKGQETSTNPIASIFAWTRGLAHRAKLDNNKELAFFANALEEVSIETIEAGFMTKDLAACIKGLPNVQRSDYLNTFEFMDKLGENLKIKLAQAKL
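IDH1-R132H (0.5 ug/mL) preincubated 30 min with compound, then NADPH (0.016 mM) and alpha-KG (2 mM) added; 80 min at RT, pH 7.5. Remaining NADPH coupled via diaphorase/resazurin to fluorescence (540/590 nm); concentration-response curves normalized to no-enzyme control.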
TrxR1 inh = qHTS Assay for Inhibitors of Mammalian Selenoprotein Thioredoxin Reductase 1 (TrxR1): qHTS; Thioredoxin reductase 1, cytoplasmic (Rattus norvegicus), O89049; 1% of 390,000 active; Potency, µM (highest dose often 114 µM), inactives show at the top dose activity change, negative = inhibition, usual class: inhibitors; recombinant rTrxR1, NADPH fluorescence consumption, selenite substrate; AID 588453, 2011; further: on the % scale 0 is the no-effect control and ±100 the full control effect; nearly all actives have a fitted effect of over 65% in size
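Rat TrxR1 (90 nM in the dispensed reagent) was pre-reduced with 400 uM NADPH for 5 min at room temperature, then incubated with compound for 15 min. After 400 uM selenite was added, NADPH fluorescence (Ex 340/Em 450 nm) was followed for 8 min.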
Vif-A3G inh = qHTS for Inhibitors of Vif-A3G Interactions: qHTS; DNA dC->dU-editing enzyme APOBEC-3G (Homo sapiens), Q9HC16; HeLa A3G-eYFP + Vif (tagged APOBEC3G with the HIV-1 protein that degrades it), YFP fluorescence, overnight; Potency, µM (highest dose often 46.1 µM), inactives show at the highest dose activity, negative = active, usual class: inhibitors; 0.076% of 410,000 active; AID 602310, 2012;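 further: on the % scale 0 is the no-effect control and ±100 the full control effect; nearly all actives have a fitted effect of over 60% in size; hits raise eYFP signal because A3G escapes Vif-driven loss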
Target sequence (Q9HC16 whole entry, looked up): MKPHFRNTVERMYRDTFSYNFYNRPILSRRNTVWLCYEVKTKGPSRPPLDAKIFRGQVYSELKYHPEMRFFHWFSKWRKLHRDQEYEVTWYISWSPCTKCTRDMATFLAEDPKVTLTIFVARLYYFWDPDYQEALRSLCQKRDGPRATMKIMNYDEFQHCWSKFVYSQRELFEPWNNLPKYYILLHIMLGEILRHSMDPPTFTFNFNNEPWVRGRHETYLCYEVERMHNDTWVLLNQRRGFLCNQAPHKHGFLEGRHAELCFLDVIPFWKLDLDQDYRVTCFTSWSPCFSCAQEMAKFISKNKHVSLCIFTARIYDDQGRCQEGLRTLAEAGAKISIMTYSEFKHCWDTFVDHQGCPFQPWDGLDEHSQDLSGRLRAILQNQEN
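Read-out is eYFP fluorescence (Ex 488/Em 500-530) from Vif-expressing HeLa A3G-eYFP cells; more signal means A3G escaped Vif-mediated degradation. Cells plated overnight, compound pinned in, incubated overnight at 37 deg C.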
12-LOX inh = Primary qHTS assay for inhibitors of human arachidonate 12S-lipoxygenase (ALOX12): Round 2; 1.1% of 580,000 active; Potency, µM (highest dose often 108 µM), for the others: at the highest dose activity change, negative = inhibition, actives largely listed as inhibitors; Polyunsaturated fatty acid lipoxygenase ALOX12 (Homo sapiens), P18054; purified 12hLO, xylenol orange hydroperoxide absorbance; further: on the % scale 0 is the no-effect control and ±100 the full control effect
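Purified human 12hLO at 150 nM in 25 mM Hepes, 0.01% Triton X-100, pH 7.0, preincubated 15 min at room temperature with compound. Reaction started with 40 uM arachidonic acid, 30 min at room temperature. Hydroperoxide measured by Fe-xylenol orange, 573/405 nm absorbance ratio.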
Vif-APOBEC3F blk = qHTS for Inhibitors of Vif-A3F Interactions: qHTS. HeLa A3F-eYFP + Vif (tagged APOBEC3F with the HIV-1 protein that degrades it), YFP fluorescence increase. Potency, µM (titrated, usually from 46.1 µM), inactives show at the top dose activity, negative = active. 0.2% of 390,000 active; further: % of control where 0% means no effect; nearly all actives have a fitted effect of over 65% in size
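Fluorescence increase (Ex 488/Em 500-530) after overnight compound treatment at 37 deg C flags inhibition of Vif-driven A3F-eYFP loss in stable HeLa A3F-eYFP/Vif cells seeded overnight beforehand.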
Starred values were filed as active, the others as inactive; i = inactive; ? = inconclusive; nt = no result given; & = joins results of further samples; [ ] = remark or other dose. The call rests on the fitted dose curve; in most records, active means well fitted curve in the direction sought with a large enough effect; inconclusive means small, poorly fitted or top-dose-only effect, or another doubt; inactive means no such curve, though single readings can be large; an effect the other way counts as inactive or inconclusive. Potency means the concentration at half of the fitted maximal effect. An excerpt, so the mix of outcomes need not match the whole.

#1 CCCCCCCCCCOC(=O)Cn1c(COc2ccccc2C)[n+](C)c2ccccc21
#2 O=C(NC1CCCCNC1=O)c1ccccc1 (stereo not given)
#3 COc1cc2c(cc1NC(=O)c1ccccc1-c1ccccc1C(=O)O)-c1ccccc1C2
#4 CC1Sc2ccc(S(=O)(=O)CCC(=O)N3CCN(c4ccccc4F)CC3)cc2NC1=O (stereo not given)
#5 COc1ccc(NC(=O)CN2C(=O)COc3ccc(S(=O)(=O)N4CCOCC4)cc32)cc1
#6 Cn1c(Oc2ccc(F)cc2)c(C=O)c2ccccc21
#7 Cc1nn(CC(=O)Nc2ccc(Cl)cn2)c(C)c1[N+](=O)[O-]
#8 Cc1ccc2nsnc2c1NC(=O)COc1ccccc1

Compound,1,2,3,4,5,6,7,8
TrxR1 substrate,-14%,-6%[57.1 µM],nt,-6%,-3%,-11%,-4%,6%
RXFP1 ag,0.6%,7.8%,nt,0.4%,-5.0%&1.3%,0.2%,1.9%,-0.8%
USP1 inh,?,-7%,-1%,-14%,-9%&-22%,-20%,0%,-8%
RGS4 inh,-27%,2%,nt,7%[11.4 µM],-9%&-11%,31%,4%,0%
IDH1 R132H inh,-3%,9%,-15%,-7%,12%&18%,0%,3%,-12%
TrxR1 inh,-25%,14%[57.1 µM],nt,2%,11%,0%,-6%,34%[activator]
Vif-A3G inh,3%,3%,0%,-1%,3%&-3%,0%,1%,-6%
12-LOX inh,nt,0%,-20%,-1%,-29%&-13%,-2%,?,6%
Vif-APOBEC3F blk,23%,4%,-7%,-5%,-1%&1%,-6%,2%,12%

#9 COCCNc1nc2c(c(=O)n(C)c(=O)n2C)n1Cc1cccc(C(F)(F)F)c1
#10 COc1cccc(-n2cc(CN(C)Cc3nc(Cc4cccc(F)c4)no3)cn2)c1
#11 COc1cc2ncc3c(-c4ccccc4)nn(-c4ccc(C)cc4)c3c2cc1OC
#12 Cc1ccccc1C(=O)NNC(=O)c1ccc(Br)cc1
#13 N#C/C(=C\c1ccc(OC(=O)c2ccc(Cl)s2)cc1)c1nc2ccccc2[nH]1
#14 Cc1cccc(C)c1Nc1nnc(SC/C(O)=C(\C#N)c2nc3ccccc3[nH]2)s1
#15 CCCc1cc(N2CCN(C(=O)c3ccco3)CC2)n2c(nc3ccccc32)c1C#N
#16 Cn1c(Cn2c(=O)sc3ccccc32)nnc1SCC(N)=O

Compound,9,10,11,12,13,14,15,16
TrxR1 substrate,-5%,-4%,-5%[57.1 µM],-3%,-15%,-11%,17%[57.1 µM],11%[57.1 µM]
RXFP1 ag,5.6%,0.4%,2.3%,0.4%,2.7%,-0.6%,1.0%,-0.2%
USP1 inh,-14%,-1%,-17%,3%,-27%,-15%,-6%,-8%
RGS4 inh,-19%,34%,6%,1%,27%,-6%,-37%,1%
IDH1 R132H inh,9%,2%,?,-7%,1%,-6%,?,-16%
TrxR1 inh,0%,18%,-13%[57.1 µM],11%,-18%,?,2%[57.1 µM],-2%[57.1 µM]
Vif-A3G inh,-6%,2%,-2%,0%,0%,-4%,0%,-2%
12-LOX inh,18%,?,?,8%,-21%,3%,21%,i
Vif-APOBEC3F blk,1%,11%,4%,-1%,1%,-2%,-10%,0%

#17 CCn1nnnc1SCC(=O)N1CCc2ccccc21
#18 Nc1nc(SCC(=O)NCCO)nc2sc3c(c12)CCCC3
#19 Cc1ccc(S(=O)(=O)N2CCN(C(=O)c3cc(C4CC4)nc4c3cnn4C(C)C)CC2)cc1
#20 O=C(/C=C/c1cccc(F)c1)NCCCn1ccnc1
#21 CC1CCN(C(=O)C(=O)Nc2sc3c(c2C(N)=O)CC(C)(C)OC3)CC1
#22 COc1cccc(C2=CC(=O)C[C@H](c3ccc(F)cc3)C2)c1
#23 Cc1ccc(NC(=O)c2cccc3cccnc23)cc1
#24 O=C(c1ccc(Cl)cc1)C1CCCN(C(=O)c2csnn2)C1 (stereo not given)

Compound,17,18,19,20,21,22,23,24
TrxR1 substrate,-3%,11%,7%,10%[57.1 µM],-4%,-8%[57.1 µM],-8%,7%[57.1 µM]
RXFP1 ag,nt,5.6%,1.4%,-1.9%,-0.2%,-1.4%,1.0%,0.1%
USP1 inh,-3%,-19%,-12%,5%,-25%,-13%,-19%,-9%
RGS4 inh,1%,?,-6%,29%,-19%[56.9 µM],11%,-11%,12%
IDH1 R132H inh,6%,1%,-10%,4%,-3%,10%,7%,5%
TrxR1 inh,-3%,18%[57.1 µM],63%[activator],11%,10%,?,2%,25%[57.1 µM]
Vif-A3G inh,-4%,-2%,1%,-2%,3%,-2%,2%,-3%
12-LOX inh,2%,-8%,?,7%,3%,1%,-8%,-5%
Vif-APOBEC3F blk,3%,-4%,0%,12%,4%,-3%,-2%,-10%

#25 CCC(C)C(NC(=O)C(C)NC(=O)CNC(=O)OC(C)(C)C)C(N)=O (stereo not given)
#26 COc1cc(/C=C/C(=O)OCC(=O)Nc2sc3c(c2C#N)CCC(C)C3)ccc1OCC#N (stereo not given)
#27 N#CCCSc1ccccc1NC(=O)c1cc(=O)c2ccccc2o1
#28 CCOc1ccc(-c2n[nH]c(=S)o2)cc1
#29 CC(=O)NC12CC3CC(C1)CC(C(=O)N1CCN(S(=O)(=O)c4ccc(Cl)s4)CC1)(C3)C2
#30 Cc1ccc(-n2nc(CO)c(C(=O)NCCC(C)C)n2)cc1C
#31 NC(=O)COn1c(SCC(N)=O)nc2ccccc2c1=O
#32 COc1ccc(NC(=O)CN(C)C(=O)c2cc(S(=O)(=O)N(C)C)ccc2N2CCCC2)cc1

Compound,25,26,27,28,29,30,31,32
TrxR1 substrate,2%,-8%,-12%,23%[57.1 µM],-4%,17%,8%[57.1 µM],-2%
RXFP1 ag,1.5%,2.8%,-0.1%,9.0%,3.7%,0.1%,-2.2%,-0.7%
USP1 inh,-4%,?,0%,?,-19%,-13%,-5%,-2%
RGS4 inh,27%,?,-16%,-16%,-10%,6%,2%,-7%
IDH1 R132H inh,0%,0%,-1%,13%,3%,-14%,6%,-1%
TrxR1 inh,23%,30%[57.1 µM],5%,14%[57.1 µM],4%,-5%,3%[57.1 µM],7%
Vif-A3G inh,0%,-3%,4%,0%,0%,-2%,-2%,-1%
12-LOX inh,?,-28%,?,-8%,0%,-16%,4%,12%
Vif-APOBEC3F blk,1%,4%,-11%,6%,2%,1%,1%,1%

Part of the list above in order of number of heavy atoms, largest number first.
#29 CC(=O)NC12CC3CC(C1)CC(C(=O)N1CCN(S(=O)(=O)c4ccc(Cl)s4)CC1)(C3)C2
#21 CC1CCN(C(=O)C(=O)Nc2sc3c(c2C(N)=O)CC(C)(C)OC3)CC1
#25 CCC(C)C(NC(=O)C(C)NC(=O)CNC(=O)OC(C)(C)C)C(N)=O (stereo not given)

Compound,29,21,25
TrxR1 substrate,-4%,-4%,2%
RXFP1 ag,3.7%,-0.2%,1.5%
USP1 inh,-19%,-25%,-4%
RGS4 inh,-10%,-19%[56.9 µM],27%
IDH1 R132H inh,3%,-3%,0%
TrxR1 inh,4%,10%,23%
Vif-A3G inh,0%,3%,0%
12-LOX inh,0%,3%,?
Vif-APOBEC3F blk,2%,4%,1%

2 compounds from above, limited to 12-LOX inh.
| entry | SMILES | 12-LOX inh |
| --- | --- | --- |
| 20 | O=C(/C=C/c1cccc(F)c1)NCCCn1ccnc1 | 7% |
| 21 | CC1CCN(C(=O)C(=O)Nc2sc3c(c2C(N)=O)CC(C)(C)OC3)CC1 | 3% |

(continued)
#33 CC[C@@H](C)[C@@H]1CN([C@@H](CN2CCC[C@H]2CN2C(N)=NC[C@H]2C(C)C)C(C)C)C(=N)N1CCc1ccc(Cl)c(Cl)c1
#34 COc1ccc(-c2cc(C(F)(F)F)nc(SCCC(=O)N3CCN(C)CC3)n2)cc1
#35 O=C(c1cc2ccccc2o1)N1CCN(Cc2ccc3c(c2)OCO3)CC1
#36 O=C(C1CCN(S(=O)(=O)c2cccs2)CC1)N1CCN(Cc2ccccc2)CC1

Compound,33,34,35,36
TrxR1 substrate,1%,7%,-12%,-1%
RXFP1 ag,nt,nt,0.3%,-2.2%
USP1 inh,-8%,?,-14%,-8%
RGS4 inh,-11%,12%[11.4 µM],27%,15%
IDH1 R132H inh,7%,-9%,-7%,2%
TrxR1 inh,11%,25%,-20%,26%[0.0914 µM]
Vif-A3G inh,2%,-1%,2%,0%
12-LOX inh,nt,-6%,-17%,0%
Vif-APOBEC3F blk,2%,3%,-10%,-2%

From PubChem BioAssay
